EBV gp42 inh – inhibitors of Epstein-Barr virus glycoprotein 42; Q1HVG2; Fluorescence polarization binding assay, mP read-out; inhibition, % (tested at 21.74 µM); 220,000 compounds, 0.42% hits; AID 1085; in the data active = inhibition above about 50%
Mdm2 ligase inh – Mdm2 E3 ligase (human) inhibition | Q00987 | signal enhancement, % at 5 µM | AID 1230 | 210,000 compounds, 0.11% hits | cell-based MDM2 ubiquitination luciferase reporter, 2 h; 0 = plate control, 100 = twice control, blank-subtracted;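 active = signal enhancement of 30% or more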;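 note: luminescence tracks abundance of the self-degrading MDM2-luciferase fusion protein; higher signal means inhibition of MDM2 E3 ligase activity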
Target sequence (Q00987 whole entry, looked up, the tested form may be a part): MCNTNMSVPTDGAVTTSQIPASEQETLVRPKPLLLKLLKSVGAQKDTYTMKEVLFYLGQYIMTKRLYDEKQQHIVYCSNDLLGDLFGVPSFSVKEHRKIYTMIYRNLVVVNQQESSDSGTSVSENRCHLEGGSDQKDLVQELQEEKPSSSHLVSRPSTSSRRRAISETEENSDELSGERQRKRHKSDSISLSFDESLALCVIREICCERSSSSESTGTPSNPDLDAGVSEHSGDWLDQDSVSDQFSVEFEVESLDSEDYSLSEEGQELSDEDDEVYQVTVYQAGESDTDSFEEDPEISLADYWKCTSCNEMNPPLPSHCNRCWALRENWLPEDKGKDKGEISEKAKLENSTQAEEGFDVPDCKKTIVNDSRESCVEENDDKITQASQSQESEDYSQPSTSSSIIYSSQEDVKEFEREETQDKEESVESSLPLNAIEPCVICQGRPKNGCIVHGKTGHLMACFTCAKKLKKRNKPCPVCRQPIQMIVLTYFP
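Test system: mammalian cells stably expressing self-ubiquitinating, self-degrading MDM2 E3–luciferase fusion; Amount: 2000 cells in each well; Medium: DMEM; Schedule: 4 h settle plus 2 h compound, 37 °C; Technique: SteadyLite luciferase luminescence after 15 min room-temperature reagent incubation; Benchmarks: plate control and blank wells.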
PPC-1+TRAIL kill – kills PPC-1 cancer cells in the presence of TRAIL; 220,000 compounds, 0.41% hits; cell killing (% activity), % at 4 µM; PPC-1 cells + TRAIL, ATPLite viability luminescence;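 active = cell killing above 50% in the first pass at 4 µM, then a duplicate retest at 5 µM averaging 50% or more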;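 note: plate controls were cells with TRAIL plus DMSO for no effect and medium-only wells lacking cells for full effect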
TRPML3 ag – activates the human TRPML3 channel. Q8TDD5. activation, % at 3 µM. 220,000 compounds, 0.29% hits. HEK293 TRPML3-YFP, Fluo-8 calcium fluorescence; 100% = the carbachol control signal;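 active = activation above its plate's cutoff, the mean activation of the plate's test wells plus 3 SD, cut at about 12% in these data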;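 note: 0% = DMSO only wells and 100% = carbachol wells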
Target sequence (Q8TDD5 whole entry, looked up): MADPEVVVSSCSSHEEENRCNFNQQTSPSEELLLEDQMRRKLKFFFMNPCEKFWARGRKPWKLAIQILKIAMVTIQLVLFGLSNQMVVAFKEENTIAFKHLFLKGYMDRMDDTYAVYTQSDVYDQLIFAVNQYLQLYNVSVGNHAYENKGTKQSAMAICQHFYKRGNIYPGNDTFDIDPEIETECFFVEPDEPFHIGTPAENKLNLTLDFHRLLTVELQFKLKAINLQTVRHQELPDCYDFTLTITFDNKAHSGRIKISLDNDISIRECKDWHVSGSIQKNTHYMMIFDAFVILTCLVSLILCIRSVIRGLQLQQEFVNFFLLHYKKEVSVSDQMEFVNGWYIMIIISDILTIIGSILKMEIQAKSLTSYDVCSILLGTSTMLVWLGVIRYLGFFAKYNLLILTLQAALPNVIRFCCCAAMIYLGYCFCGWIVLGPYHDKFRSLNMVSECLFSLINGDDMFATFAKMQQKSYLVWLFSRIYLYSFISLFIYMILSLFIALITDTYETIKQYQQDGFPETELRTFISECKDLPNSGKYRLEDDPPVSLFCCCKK
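Material: TRPML3-YFP stable HEK293 cells | Dosing: One concentration, 3 µM nominal, 0.3% DMSO | Timing: 125 s total fluorescence read per well | Technique: Fluo-8 calcium dye fluorescence, ex 470-495, em 515-575 nm | Measure: Percent activation from peak-to-basal fluorescence ratio, scaled between DMSO and carbachol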
zfTRPN1 agonist – activates the zebrafish TRPN1 channel | 220,000 compounds, 0.18% hits | HEK293 zebrafish TRPN1-YFP, Fluo-8 calcium fluorescence; 100% = response to 87 µM carbachol | activation, % at 3 µM;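 active = activation above its plate's cutoff, the mean activation of test wells on that plate plus 3 SD, cut at about 19% in these data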;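 note: 0% = DMSO alone and 100% = 87 µM carbachol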
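Material: zebrafish TRPN1-YFP in HEK293 cells. Doses: one dose of 3 µM, 0.3% DMSO. Incubation: dye 1 h 37 °C plus 30 min RT. Measured by: intracellular calcium fluorescence with Fluo-8.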
CHOP inhibitor – inhibitors of CHOP induction in ER stress response; CHO-K1 CHOP-promoter luciferase, tunicamycin-induced, 15-18 h; inhibition, % at 10 µM; 220,000 compounds, 3.8% hits; AID 2732;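 active = compounds that reduced the stress-induced luciferase reporter signal by more than about 70% of percent inhibition, limit read from the data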;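 note: 0% = tunicamycin plus vehicle and 100% = wells without tunicamycin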
p47phox inh – inhibitors of human p47phox binding; P14598; p47phox/p22phox peptide binding, fluorescence polarization, 2 h; inhibition, % at 24.7 µM; 220,000 compounds, 0.53% hits; AID 1274;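 active = inhibition above about 30%, limit read from the data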;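 note: 0% = p47phox with labelled peptide and 100% = labelled peptide alone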
Runt-SMMHC FRET – blocks binding of human RUNX1 Runt domain to CBFb-SMMHC; Cerulean-Runt/Venus-CBFb-SMMHC FRET ratio 530/480, 1 h; Q01196+Q13951; AID 1434; inhibition, % at 20 µM; 220,000 compounds, 0.74% hits;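 active = mean inhibition across duplicate retests at 20 µM reaching about 50%, limit read from the data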;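 note: 0% = DMSO wells and 100% = wells with excess untagged CBFb-SMMHC; inhibitors lower the FRET ratio by blocking Runt binding to CBFb-SMMHC; some results filed as inactive read as strong as hits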
TNF necrop inh – blocks TNF-alpha induced death of Jurkat FADD-/- cells. Jurkat FADD-/- TNF necroptosis rescue, ATP luminescence, 24 h; 0 = TNF only, 100 = no-TNF cells. activation (protection from cell death), % at 10 µM. 220,000 compounds, 0.068% hits;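 active = activation, meaning protection from cell death, of at least 50% relative to plate controls; inactive = activation below 50%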;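 note: necroptosis triggered by 40 ng/mL TNF-alpha added together with compound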
Numbers without * were called inactive; x = not tested or not shown. Rows are unselected (roughly 5.9% active in at least one column).

SMILES | EBV gp42 inh | Mdm2 ligase inh | PPC-1+TRAIL kill | TRPML3 ag | zfTRPN1 agonist | CHOP inhibitor | p47phox inh | Runt-SMMHC FRET | TNF necrop inh
CC(=O)N/C(=C/c1ccc2c(c1)OCO2)C(=O)NCCCO | -2 | 2 | 17 | 0.8 | 0.6 | 47 | -10 | -2 | -2.9
O=C(c1ccc2c(c1)OCO2)N1CCN(c2ccccc2)CC1 | -18 | -11 | 1 | -0.2 | 1.1 | 20 | -8 | -4 | -1.3
c1ccc(Nc2cc(Nc3ccccc3)[nH]n2)cc1 | -16 | -11 | 4 | 0.5 | 0.9 | 42 | -6 | -17 | -1.6
COc1ccc(NC(=O)CSc2nnc(CNC(=O)c3ccco3)o2)c(OC)c1 | -6 | -13 | 1 | 0.7 | -0.2 | 33 | 1 | 3 | 1.9
Cc1ccccc1Nc1sc(C(=O)Nc2cccc(Cl)c2)c(N)c1C(N)=O | 3 | -13 | 6 | 0.5 | 0.9 | 10 | -15 | -5 | -0.2
C=C(C)c1cccc(C(C)(C)NC(=O)N2CCN(CC)CC2)c1 | -12 | -5 | -14 | 0.7 | -1.2 | 1 | -5 | -5 | 0.2
COC(=O)c1sccc1NC(=O)c1ccc(OC)cc1 | -12 | 5 | 0 | 0.1 | -0.6 | 64 | -13 | 0 | -1.2
CCCC(=O)OCCn1c(Br)nc2c1c(=O)[nH]c(=O)n2C | -18 | 7 | 10 | 1.2 | -0.1 | -23 | -6 | -2 | -0.1
CCN(CC)C(=O)C1CCCN(Cc2nc(-c3cnccn3)no2)C1 (centres undefined) | -7 | -17 | -10 | 0.6 | 1.5 | 19 | -3 | 1 | -0.1
O=C(CSc1ccc2ccccc2n1)NCCC1=CCCCC1 | -1 | -6 | 7 | -0.3 | -0.8 | 3 | -9 | 0 | 0.8
CCN(CC)CCN(CC(=O)N(C1CCCCC1)C1CCCCC1)C(=O)c1ccco1 | -13 | -6 | 5 | 0.9 | -0.6 | 6 | -1 | 0 | 0.2
CCc1cccc(CC)c1NC(=O)c1cc(CN2C(=O)c3ccccc3C2=O)ccc1OC | -5 | -11 | 3 | 1.2 | -3.0 | 56 | -16 | 4 | -0.2
Cc1ccc(-c2nn(-c3cccc(F)c3)cc2CN(Cc2nccn2C)C(C)C)o1 | -5 | -4 | 0 | 0.1 | -0.6 | 38 | -9 | 15 | 1.9
CCCOc1ccc(N2C(=O)CC(S/C(N)=N/N=C(\C)c3cccs3)C2=O)cc1 (centres undefined) | -13 | -9 | 4 | -0.2 | -1.5 | 56 | -8 | -6 | -3.5
COC(=O)Nc1nn(-c2ccc(C)cc2)c(=O)c(C#N)c1C | -1 | 10 | -3 | -0.6 | 0.3 | 3 | 3 | -5 | -0.2
CCOC(=O)c1ccc(NC(=O)NC2CCN(CC(=O)NCc3ccc4c(c3)OCO4)CC2)cc1 | 15 | -16 | 13 | 0.9 | 1.0 | 26 | -3 | 4 | 2.4
COCCNC(=O)c1ccc(CS(=O)(=O)c2ccc(OC)cc2)o1 | 1 | -6 | x | 1.0 | 1.0 | 1 | -1 | 7 | -0.9
Cc1nn(C)c(C)c1CNC(=O)Nc1cccc(Cl)c1 | -4 | -7 | 29 | 0.6 | 0.3 | -4 | -13 | 0 | 0.6
O=S(=O)(Nc1ccccc1)c1ccc2c(c1)CCO2 | -10 | -13 | 2 | 0.0 | -2.1 | 8 | -14 | -2 | 52*
CCCc1nn(C)c(C(=O)Nc2ccc(C(C)(C)C)cc2)c1Cl | 13 | 12 | 14 | 1.0 | -1.5 | 30 | 3 | -4 | 0.1
CC(Cl)C(=O)Nc1cc(C(F)(F)F)ccc1N1CCOCC1 (centres undefined) | -13 | -14 | -16 | 0.0 | -1.0 | 0 | -6 | 0 | 1.2
Cc1ccc(C)c(N2CCN(C(=O)CCn3c(=S)[nH]c4cc5c(cc4c3=O)OCO5)CC2)c1 | -1 | -18 | 4 | 0.1 | -0.8 | 12 | -12 | -6 | -2.5
Cc1ccc(OCc2ccc(C#N)cc2)c(C(=O)c2cc(C#N)c(=O)n(C3CC3)c2)c1 | -5 | -10 | 1 | 0.6 | 1.6 | 6 | 2 | -8 | 0.8
O=C(NNC(=S)NCc1ccco1)c1ccc(S(=O)(=O)N2CCOCC2)cc1 | -16 | -7 | 6 | 1.0 | 0.1 | 15 | -9 | -4 | 0.6
Cc1noc(C)c1COC(=O)Cc1ccc(Br)cc1 | -5 | -2 | 37 | -0.2 | -2.1 | -1 | 7 | 57 | 0.4

The last 2 compounds of the part before open the next one:
SMILES | EBV gp42 inh | Mdm2 ligase inh | PPC-1+TRAIL kill | TRPML3 ag | zfTRPN1 agonist | CHOP inhibitor | p47phox inh | Runt-SMMHC FRET | TNF necrop inh
O=C(NNC(=S)NCc1ccco1)c1ccc(S(=O)(=O)N2CCOCC2)cc1 | -16 | -7 | 6 | 1.0 | 0.1 | 15 | -9 | -4 | 0.6
Cc1noc(C)c1COC(=O)Cc1ccc(Br)cc1 | -5 | -2 | 37 | -0.2 | -2.1 | -1 | 7 | 57 | 0.4
Cc1ccc2nc(NC(=O)/C=C/c3ccc4c(c3)OCO4)sc2c1 | -7 | -11 | 17 | 0.5 | 1.0 | -6 | 16 | -2 | 2.4
O=c1[nH]c(CSc2nnc(-c3ccccc3)n2-c2ccccc2)nc2ccccc12 | 1 | 1 | 2 | 0.8 | 0.4 | 8 | -7 | 3 | -2.6
Cn1cc(Br)c(-c2cccc(NC(=O)CCC(=O)O)c2)n1 | -9 | 2 | 1 | 0.3 | 0.4 | 5 | -1 | 2 | 0.5
COc1ccc(C(=O)OCC(=O)Nc2ccc(F)c(F)c2F)cc1OC | -37 | -18 | -5 | -0.3 | 1.1 | 26 | -16 | 4 | -0.4
O/N=C(\Cc1cscn1)c1ccc(O)cc1O | -18 | -25 | 23 | 0.1 | 0.4 | 13 | -11 | 2 | -4.1
COCCNC(=O)CN(C(=O)Cn1nnc2ccccc21)c1ccc(C)cc1 | -3 | -6 | 6 | -0.3 | 2.5 | 19 | 2 | 4 | -0.3
CN(C)c1nc(N)nc(CSc2nnnn2C)n1 | -4 | 12 | 19 | 0.5 | 1.6 | 16 | 1 | 0 | -1.8
COC(=O)c1ccsc1NC(=O)CN1CCN(Cc2ccc3c(c2)OCO3)CC1 | -12 | 11 | 8 | 0.5 | 0.0 | 38 | -5 | 3 | -4.4
Cc1cccc(Nc2ccc([N+](=O)[O-])cc2C(=O)O)c1 | -1 | -7 | -14 | 1.4 | 1.1 | 19 | 3 | -47 | -0.1
COc1cccc(C(=O)N2CCN(Cc3cc(Br)ccc3OC)CC2)c1 | 0 | -4 | 3 | -0.2 | -1.5 | 10 | -8 | 3 | -0.7
Cc1ccc(C)c(NC(=O)CSc2nnc(-c3ccco3)o2)c1 | -16 | -4 | 34 | 0.7 | 1.1 | 6 | -6 | -8 | 0.8
CCC(CC)C(=O)c1c[nH]c(C(=O)NCc2ccco2)c1 | -5 | 3 | -12 | -0.3 | 0.6 | 6 | -7 | -4 | -1.0
Cc1ccc(C)c(Cn2c(=O)n(CCC(=O)NCc3ccco3)c(=O)c3sccc32)c1 | -6 | -2 | -8 | 0.5 | 0.3 | 44 | -4 | -2 | -0.5
Cc1cccc(NC(=O)CC2S/C(=N/c3nccs3)N(C)C2=O)c1 (centres undefined) | 1 | -20 | -5 | 0.8 | -1.0 | 6 | -6 | -1 | 1.6
CC(C(=O)Nc1ccc(Cl)cc1)c1ncc(C(F)(F)F)cc1Cl (centres undefined) | -7 | 1 | 9 | 0.1 | 0.4 | -6 | 1 | -3 | 0.2
CCN(CC)CCCC(C)NC(=O)c1ccc(C(F)(F)F)cc1 (centres undefined) | -22 | -8 | 11 | 0.5 | 1.2 | 11 | -7 | -23 | 1.4
O=C(c1ccc(Cn2cc(Cl)cn2)o1)N1CCN(Cc2ccc3c(c2)OCO3)CC1 | -12 | -9 | 12 | -1.0 | 2.1 | 27 | -7 | 1 | -0.8
CC[n+]1c(/C=C(\C)SC)sc2ccccc21 | 3 | -5 | 6 | -0.4 | 0.1 | 21 | -30 | 7 | -23
Cn1c(Cn2c(=O)sc3ccccc32)nnc1SCC(=O)Nc1ccc(F)cc1 | -17 | -7 | 1 | -0.5 | -0.4 | 7 | 0 | 6 | 1.7
O=C(COc1ccc2ccccc2c1)Nc1ccncc1 | -3 | -4 | 18 | 5.1 | 12 | -4 | -1 | 2 | -5.9
Cc1ccc(C(=O)NC2CCc3ccccc3C2=O)cc1 (centres undefined) | -4 | -11 | 30 | 0.3 | 1.0 | 14 | -4 | 0 | -0.2
O=C1Nc2c(Br)cc(Br)c3cccc1c23 | -9 | -15 | 14 | 0.8 | 2.2 | 42 | 3 | -28 | 1.1
Cc1cc(C)n(-c2ccc(C(=O)N3CCC(CO)(Cc4ccccc4)CC3)cc2)n1 | 8 | 6 | 1 | 2.2 | 4.3 | 39 | -13 | -2 | 1.6
Cc1c(Cl)cccc1NC(=S)NC(=O)CCN1C(=O)c2ccccc2C1=O | -1 | -6 | -1 | -0.2 | -0.8 | 0 | 7 | -3 | 1.0
CC(=O)c1c(C)[nH]c(C(=O)COc2cc(C)ccc2C(C)C)c1C | -2 | 2 | -13 | 0.8 | 2.6 | 83* | 1 | 0 | -16

(more compounds)
SMILES | EBV gp42 inh | Mdm2 ligase inh | PPC-1+TRAIL kill | TRPML3 ag | zfTRPN1 agonist | CHOP inhibitor | p47phox inh | Runt-SMMHC FRET | TNF necrop inh
O=c1c2cnn(-c3ccccc3Cl)c2ncn1Cc1cccnc1 | -7 | -12 | 16 | -0.6 | 1.0 | 13 | -9 | -6 | -1.6
Cc1ccccc1OCCNc1cc(N2CCNCC2)ccc1[N+](=O)[O-] | -2 | -9 | 36 | 0.5 | 5.2 | -4 | -14 | -4 | -4.5
Cc1ccc(S(=O)(=O)/N=C(\c2ccccc2)N(C)S(=O)(=O)c2ccc(C)cc2)cc1 | -35 | -8 | 11 | 0.0 | -0.3 | 39 | -7 | -1 | 3.9
CCOC(=O)c1c(NC(=S)Nc2ccccc2)sc2c1CC(C)(C)SC2 | -18 | x | 22 | 1.1 | 0.4 | -29 | -20 | 7 | 0.4
CC(=O)c1sc2nsc(SCCN3CCCCC3)c2c1N | 9 | -15 | 2 | 0.7 | 2.1 | 0 | 7 | -120 | -3.8
CC(=O)c1ccccc1OCCOc1ncnc2sccc12 | -16 | -39 | 32 | 0.3 | 1.7 | 13 | -12 | -6 | 0.4
Cc1cc(C)c2nc(SCC#N)cc(C)c2c1 | -7 | 6 | 2 | 0.1 | 1.3 | 53 | 0 | 1 | -0.3
COc1ccc(C)cc1NC(=O)C(OC(=O)c1cc(C)oc1C)c1ccccc1 (centres undefined) | -7 | -7 | 10 | 0.0 | -1.1 | 43 | -12 | 4 | 2.8
COc1ccc(C(N)=O)cc1N | -2 | -6 | -3 | -0.2 | 0.8 | 3 | -7 | 3 | -0.7

Compound activity (PubChem BioAssay)
